Screens as filed in PubChem BioAssay.
PfHsp40 rescue: rescue of PfHsp40-mediated yeast toxicity; S. cerevisiae expressing PfHsp40, growth rescue, ATP luminescence; growth rescue, % at 12.5 µM; 340,000 compounds, 0.68% hits; AID 504582; in the data active means growth rescue above about 28%, passing the limit was not always enough; inconclusive means no clear call, values can overlap the other calls;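 further: yeast W303a lacking pdr1 and pdr3 grown in galactose medium; growth measured after three days at 30 °C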
TcdB GH inh: inhibitors of Clostridioides difficile toxin B glycohydrolase. AID 652162. 350,000 compounds, 0.24% hits. inhibition, % at 9.99 µM. TcdB glycohydrolase enzymatic assay, plate reader. P18177; in the data active means inhibition above about 10%
PriA SSB inh: blocks PriA binding to SSB C-terminal tail; 430,000 compounds, 0.6% hits; AlphaScreen SSBct-PriA binding, biotinylated peptide; inhibition, % at 33 µM; in the data active means inhibition mostly above about 37%, no sharp cut-off; inactive means mostly below about 20%;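 further: plate controls were negative control peptide for no effect and reference peptide for full effect; strong numbers were not always called active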
BoNT-A LC inh2: blocks Botulinum neurotoxin A light chain protease | inhibition, % at 10 µM | multiplex microsphere protease substrate cleavage, flow cytometry | 360,000 compounds, 0.17% hits; further: plate controls were buffer without enzyme for full effect and enzyme alone for no effect
Vc quorum ag: quorum light induction in luxS cqsA deficient V. cholerae; activation, % at 18.7 µM; 350,000 compounds, 0.16% hits; V. cholerae BH1578 lux reporter, luminescence, 6 h; AID 588436; in the data active means activation mostly above about 9.7%, no sharp cut-off; inconclusive means no clear call, values can overlap the other calls; inactive means mostly below about 3.7%; further: not every result past the cut was called active; inactives centre near 0; reference of the scale not given here
Anthrax LF prot: inhibitors of Bacillus anthracis lethal factor protease. P15917. multiplex microsphere protease cleavage assay, LF. inhibition, % at 10 µM. 360,000 compounds, 0.12% hits. AID 588501; further: plate controls were buffer without enzyme for full effect and enzyme alone for no effect
PrPC surface inh: reduces human prion protein on the cell surface | P04156 | cell surface PrPC, TR-FRET read-out | inhibition, % at 13.8 µM | 370,000 compounds, 0.43% hits | AID 720596; in the data active means inhibition above about 24%; further: 0% = median of the test wells and 100% = reference compound wells
Y pestis TopoI: inhibitors of Yersinia pestis topoisomerase I | 360,000 compounds, 0.064% hits | activity, % at 10 µM | AID 504884 | Y. pestis Topo-I cleavage product accumulation, plate reader; in the data active means activity above about 50%, passing the limit was not always enough; inconclusive means no clear call, values can overlap the other calls; further: inactives centre near 2
SARS 3CLpro inh: SARS-CoV 3CLpro protease inhibition; P0C6X7; AID 1706; inhibition, % at 6 µM; recombinant SARS-CoV 3CLpro, quenched FRET peptide cleavage; 290,000 compounds, 0.14% hits; in the data active means inhibition above about 12%
The depositor's hits bear a star; i = inactive; ? = inconclusive; nt = not tested or not shown; & = joins results of further samples. Unless noted, no stated cut-off is given here; in the data, active means inhibition above about 30%; inconclusive means no clear call, values can overlap the other calls; inactive means below that. This is a subset. The share of hits here may be higher or lower than overall.

SMILES | PfHsp40 rescue | TcdB GH inh | PriA SSB inh | BoNT-A LC inh2 | Vc quorum ag | Anthrax LF prot | PrPC surface inh | Y pestis TopoI | SARS 3CLpro inh
O=c1cc(-c2ccc(O)cc2)oc2c(C3O[C@H](CO)[C@@H](O)[C@H](O)[C@H]3O)c(O)cc(O)c12 (stereo partly specified) | -1.6 | -2.2 | 1 | -1.2 | i | -4 | -3 | -10 | nt
COc1ccc2nc(N3CCCC(O)C3)c(C#N)cc2c1 (stereo unspecified) | -1.4 | nt | 3 | 3.2 | i | 4 | -25 | 1 | -3
Cc1ccc(C2=[N+]([O-])C(C)(C)N(O)C2(C)C)cc1 | -2.5 | -0.2 | 2 | -0.6 | -0.2 | 1 | -1 | 4 | 5
C=C(C)C1CC=C(C)/C(=N/NC(=O)c2ccoc2C)C1 (stereo unspecified) | -1.0 | nt | nt | -0.5 | -0.3 | 0 | 1 | 4 | -5
Cc1ccc(S(=O)(=O)NCC(=O)NNC(=O)c2ccccc2Cl)cc1C | 0.3 | 1.6 | -11 | -0.9 | -5.9 | 4 | 2 | 1 | nt
CCn1ncc(S(=O)(=O)NCc2ccccc2Cl)c1C | 1.1 | -3.8 | 12 | 1.4 | i | -2 | -1 | -9 | -5
CC(=O)c1cn(Cc2ccccc2)c(=O)[nH]c1=O | -0.2 | 1.1 | -16 | 1.6 | i | -4 | 1 | 9 | 3
CC(C)CNC(=O)C1(C)CCCN1C(=O)c1ccncc1 (stereo unspecified) | nt | 0.2 | nt | 0.6 | -0.2 | -4 | 2 | -3 | nt
COc1ccc(-n2nc(C(=O)NCC(=O)Nc3cc(C)ccc3OC)c3ccccc3c2=O)c(OC)c1 | -0.3 | 0.7 | 2 | -1.2 | -0.3 | 1 | 1 | 7 | 2
COc1cc(NC(=O)Cn2nc(-c3ccc(F)cc3)ccc2=O)ccc1-n1cnnn1 | -0.4 | 0.5 | -9 | -0.1 | i | 1 | 8 | 11 | 1
CN(C)c1ccc(/C=N/NS(=O)(=O)c2ccc(Br)cc2)cc1 | -1.6 | 0.7 | i | -0.2 | -2.4 | -11 | 1 | 6 | 0
CC(=O)c1cccc(NC(=O)C(C)OC(=O)c2cccc(S(=O)(=O)N3CCN(C)CC3)c2)c1 (stereo unspecified) | -0.6 | -5.7 | -12 | 1.6 | 2.8 | -1 | 2 | -29 | nt
NCCNc1ccc(C(=O)N2c3ccccc3Sc3ccccc32)cc1[N+](=O)[O-] | -1.4 | 0.6 | -9 | -6.4 | i | -11 | 0 | -14 | 1
Fc1ccc(N2CCN(C3=Nc4cccc5cccc3c45)CC2)cc1 | -1.5 | 1.2 | 44* | 0.5 | i | -2 | -6 | 6 | -2
O=C(O)C(CCc1ccccc1)(Cc1ccccc1)C(=O)O | 0.1 | 2.0 | -11 | -0.3 | i | 0 | 3 | 0 | nt
Cc1ccc(S(=O)(=O)Nc2nc(C)c(C)s2)cc1 | -1.6 | 0.5 | -10 | -2.7 | i | -4 | 5 | -1 | -1
Cc1ccc(C2C(C(=O)c3cc4ccccc4o3)=C(O)C(=O)N2c2cc(C)on2)cc1 (stereo unspecified) | 0.8 | 2.5 | 0 | 0.1 | i | 0 | 12 | 85* | 6
COCCn1c(=NC(=O)CSC(C)=O)sc2cc(F)ccc21 | 23 | nt | -13 | 2.0 | 0.0 | 5 | -5 | 1 | 6
COc1ccc(-c2nc(CS(=O)(=O)CC(=O)NC3CCCCCC3)c(C)o2)cc1 | 0.3 | -0.1 | 2 | 0.5 | -0.7 | -2 | -4 | -6 | 3
Cc1nc2ncnn2c(C)c1CCC(=O)NCc1ccccc1 | 0.1 | nt | 0 | -2.3 | -5.3 | -1 | 0 | 8 | -7

Complete entries, looked up by structure. Values in the order: PfHsp40 rescue, TcdB GH inh, PriA SSB inh, BoNT-A LC inh2, Vc quorum ag, Anthrax LF prot, PrPC surface inh, Y pestis TopoI, SARS 3CLpro inh
COc1ccc(-c2nc(CS(=O)(=O)CC(=O)NC3CCCCCC3)c(C)o2)cc1 in the list: 0.3, -0.1, 2, 0.5, -0.7, -2, -4, -6, 3
Fc1ccc(N2CCN(C3=Nc4cccc5cccc3c45)CC2)cc1 in the list: -1.5, 1.2, 44*, 0.5, i, -2, -6, 6, -2

(cont.)
SMILES | PfHsp40 rescue | TcdB GH inh | PriA SSB inh | BoNT-A LC inh2 | Vc quorum ag | Anthrax LF prot | PrPC surface inh | Y pestis TopoI | SARS 3CLpro inh
COc1ccc(NC(=O)c2c(OC)cccc2OC)c(OC)c1 | -0.5 | nt | 67* | 15 | i | -19 | -12 | -7 | -2
CCOC(=O)c1oc2ccccc2c1NC(=O)CCl | 0.4 | 0.7 | -8 | -0.1 | -0.9 | -3 | 5 | 0 | 0
O=C(Nc1nc2ccc(F)cc2s1)C1CCCO1 (stereo unspecified) | 0.0 | nt | 5 | -1.2 | i | -5 | 6 | 6 | 7
CC1(C)CC(NC(=O)C23CCC(C)(C2Br)C3(C)C)CC(C)(C)N1 (stereo unspecified) | 12 | 1.1 | 1&-2 | 5.9 | -0.5 | 5 | -8 | -1 | 0
COc1cc(CNn2nnnc2N)cc(Br)c1OCC(=O)NC(C)(C)C | -0.4 | nt | -16 | -0.7 | i | 3 | 2 | 11 | 5
O=C(Cc1cccc2ccccc12)NN1C(=O)/C(=C\c2cccnc2)SC1=S | -1.9 | -0.5 | -4 | 0.6 | i | -4 | 1 | 0 | 0
CCOc1ccc(CN2CCC(n3nccc3NC(=O)C3CC3)CC2)cc1CO | 1.1 | -0.7 | 0 | 0.0 | -0.7 | 1 | -5 | 1 | -4
Cc1ccc(Oc2ncc(-c3ccc(Cl)cc3)cn2)cc1 | 0.4 | nt | -12 | 0.8 | -1.0 | -3 | 1 | -5 | -7
Cn1cccc1/C=N/NC(=O)c1sc2ccccc2c1Cl | 3.2 | nt | nt | 0.1 | -12 | -3 | 3 | 10 | 3
COc1ccc2c(CSc3nnc(-c4cccnc4)n3-c3ccccc3F)cc(=O)oc2c1 | 0.9 | 0.0 | -3 | 0.3 | i | 1 | -6 | 7 | -4
COc1ccc(C(C)(C)C)cc1NC(=O)CCNC(=O)c1ccco1 | -1.2 | 1.0 | 4 | -8.4 | -0.6 | -6 | -1 | 2 | -4
COc1ccccc1NCCC(=O)OCC(=O)NC1CCCCC1 | 0.0 | nt | 2 | -1.4 | -0.3 | 2 | 6 | -1 | -4
CCOC(=O)c1cc2cc(-c3c(C(=O)OCC)oc4cc(O)cc(O)c4c3=O)ccc2o1 | 0.4 | nt | 30 | 1.5 | -5.4 | -3 | -3 | 7 | 9
CCOc1cc(NC(=O)c2ccccn2)c(OCC)cc1NC(=O)CC(C)C | 1.0 | nt | 8 | 1.9 | 0.3 | 0 | 7 | -3 | -5
Cc1ccc(NC(=O)c2cnccn2)cc1S(=O)(=O)N1CCCCCC1 | 0.0 | 1.4 | -7 | 0.0 | nt | -8 | -18 | 2 | nt
COCCN1C(=O)CCC1(C)C(=O)NC1CCCC1 (stereo unspecified) | nt | 0.4 | nt | 0.4 | nt | -1 | 12 | nt | nt
Cc1ccc(S(=O)(=O)C(C#N)c2nc3ccccc3nc2N2CC(C)OC(C)C2)cc1C (stereo unspecified) | -0.5 | nt | -17 | 0.0 | i | 3 | 0 | 3 | 9
CC1(C)C(=O)C2(CCCC2)C(=O)OC1c1ccco1 (stereo unspecified) | -0.7 | nt | 0 | -0.6 | i | -2 | -7 | 3 | -5
Cc1ccc([C@H]2N[C@]3(CCCN(Cc4ccccc4)C3=O)[C@H]3C(=O)N(Cc4ccccc4)C(=O)[C@@H]23)cc1 | nt | 2.2 | nt | 0.2 | i | -2 | -3 | 8 | nt
CCN(CC)C(=O)C1=C(C)N(Cc2ccc(C(C)(C)C)cc2)C(=O)C(CC(=O)NC2CCCCC2)C1 (stereo unspecified) | nt | 2.3 | nt | -0.1 | i | 4 | 4 | 45 | nt
COCCN(C(=O)c1ccccc1)c1nc(-c2ccc(OC)cc2)cs1 | 3.2 | 0.9 | -8 | -4.4 | i | -2 | 5 | 16 | -5
CCC(C(=O)OCCOCCN(CC)CC)c1ccccc1 (stereo unspecified) | nt | 0.8 | -15 | -0.6 | -1.2 | -12 | 4 | -5 | -3
CCC(C)(C)NC(=O)C(c1ccc(F)cc1)N(Cc1ccco1)C(=O)c1snc(C(N)=O)c1N (stereo unspecified) | -0.1 | nt | -1 | 0.1 | -4.0 | -10 | -5 | -7 | 4
CCN1C(=O)[C@H]2[C@@H](c3ccc(C)cc3)N3C(=O)N(c4cccc(Cl)c4)C(=O)[C@@]3(C)[C@H]2C1=O | 0.1 | -0.6 | 6 | -0.3 | -0.8 | 3 | -1 | -9 | nt
Cc1c(Cl)cccc1NC(=O)CSc1nncn1-c1ccccn1 | 0.3 | -0.4 | -1 | -1.2 | -0.4 | 17 | 0 | 11 | 3
COc1ccc(NC(=O)c2cc(-c3ccncc3)nc3ccc(Br)cc23)cc1OC | 0.5 | -0.6 | -6 | 0.0 | i | -3 | -8 | 3 | -2
CC(/C=N/N1CCN(c2ccccc2)CC1)=C\c1ccco1 | -1.5 | 0.2 | nt | 1.2 | i | -6 | -2 | -1 | 1
CCOc1cc(/C=C(/C#N)C(=O)Nc2ccc(OC)cc2)ccc1OCc1ccc(C(=O)O)cc1 | 2.4 | 0.8 | -18 | 2.6 | i | 13 | -1 | 1 | 0
CCCCn1cnc2c([nH]c3ccccc32)c1=O | 0.4 | nt | -39 | -0.3 | i | 1 | 9 | -4 | 1
COc1ccc(S(=O)(=O)n2nc(OC(=O)c3cccs3)cc2NC(=O)c2cccs2)cc1 | 0.7 | 0.8 | 0 | -0.1 | -0.5 | -6 | 2 | 4 | 6
O=C(c1cccs1)n1nc(-c2ccccc2)nc1NCc1ccco1 | -0.1 | nt | -9 | -1.0 | -0.4 | -9 | 1 | 7 | -3
O=C(Cc1ccc(Br)cc1)Nc1ccccc1Cl | -0.9 | nt | -15 | 0.1 | i | -2 | -4 | 14 | -1
COC(=O)c1cnc2ccccc2n1 | -2.1 | nt | -3 | -0.5 | -0.6 | -1 | 2 | -7 | 0
Cc1noc(NS(=O)(=O)c2ccc(N3CC(O)=C(c4ccccc4)C3=N)cc2)c1C | -1.9 | -0.2 | -6 | 0.4 | nt | -3 | 3 | 3 | -6
COc1ccc(/C=C/C(=O)N2CCC(c3ccccc3)C2)cc1 (stereo unspecified) | 0.1 | nt | -7 | -0.7 | -0.3 | 1 | -3 | 7 | 6
Cc1ccc(NC(=O)CSc2ccc(Br)cc2)cc1S(=O)(=O)N1CCOCC1 | 0.1 | 0.9 | -6 | -0.1 | i | -5 | 10 | 23 | nt
COc1ccc2c(c1)c1nnc(SCC(=O)NC3CC3)nc1n2C | -1.5 | 2.0 | 3 | -4.2 | -0.3 | -5 | -35 | -4 | 0
CC(C)(C)c1ccc(-n2ncc3c2CCCC3NC(=O)C2(C(N)=O)CC2)cc1 (stereo unspecified) | 1.1 | -1.1 | 8 | -0.7 | i | -3 | 17 | 15 | 4
Cc1nn(-c2ccccc2)c2c1C(c1ccccc1)C(C#N)=C(N)O2 (stereo unspecified) | 0.9 | nt | 13 | -0.3 | -0.7 | 0 | 5 | -4 | 8
O=C(Cc1n[nH]c(=O)[nH]c1=O)N/N=C/CCc1ccccc1 | -0.7 | 0.8 | nt | 1.3 | -0.5 | 2 | -4 | -8 | 4
CC(Oc1ccccc1)C(=O)N1CCN=C1SCc1ccc(F)cc1 (stereo unspecified) | ? | 1.3 | -19 | -0.5 | i | -3 | 3 | 15 | 2
Cc1onc(-c2c(F)cccc2Cl)c1C(=O)NC(=S)NC1CCSC1=O (stereo unspecified) | -0.6 | nt | -7 | 0.2 | i | -2 | -3 | 3 | -1
COC(=O)c1cc(S(=O)(=O)N2CCC(C(N)=O)CC2)oc1C | -0.5 | 0.5 | -6 | 0.8 | i | -8 | -2 | -1 | 1
OC1(c2cccs2)CN(c2ccc(Cl)cc2)C2=[N+]1CCCS2 (stereo unspecified) | 0.2 | 4.1 | -1&0 | 0.1 | -0.9 | 4 | 0 | 0 | 2
